Screens: PubChem BioAssay, National Center for Advancing Translational Sciences (NCATS)
PTAP TSG101 blk = qHTS Assay for Iinhibitors of HIV-1 Budding by Blocking the Interaction of PTAP/TSG101. Tumor susceptibility gene 101 protein (Homo sapiens), Q99816. Fluorescence polarization, FITC-PTAP peptide / Tsg101 binding. Potency, µM (titrated, usually from 115 µM), for inactives: at the top dose activity change, negative = inhibition, hits mostly inhibitors. 340,000 tested, under 10 active; active = well fitted inhibition curve with a large enough effect in the main read-out, with a control signal flat, not every such curve was filed as active; inconclusive = small, poorly fitted or top-dose-only effect, or effect the other way, or a change in a side signal; inactive = no such curve, though single readings can be large or run the other way; note: potency is the fitted concentration of half-maximal effect; % of control where 0% means no effect
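FP read-out: FITC-PTAP peptide, 50 nM final, binding Tsg101 binding domain, 10 uM final; 20 min, r.t.; 10 mM HEPES pH 7.5, 0.15 M NaCl, 0.01% Tween 20, 3 mM EDTA, 0.1 mM TCEP.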
Integrin act MD = qHTS for Activators of Integrin-Mediated Alleviation for Muscular Dystrophy; 350,000 compounds, 0.064% hits; AID 624291, 2012; alpha7betagal myoblasts, beta-gal FDG fluorescence, 48 h; Potency, µM (highest dose often 38.3 µM), without a hit: top-dose activation, hits mostly activators;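 note: potency is the fitted concentration of half-maximal effect; 100% = response of the positive control SU9516; nearly all actives have a fitted effect of over 60% in size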
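alpha7betagal+/- myoblasts (passage 13, 250/well) treated 48 h at 37C with compounds at 1:260 dilution of DMSO stock. Lysed, then beta-galactosidase activity read as FDG fluorescence (ex 480/em 540) after 30 min, with pre-read for autofluorescence.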
B2AR arrestin = qHTS assay of beta-arrestin-biased ligands of beta2-adrenergic receptor | Beta-2 adrenergic receptor (Homo sapiens), P07550 | beta-arrestin recruitment to beta2AR, cell-based reporter | Potency, µM (doses to about 46.1 µM), inactives show at the highest dose activation, usual class: activators | 330,000 compounds, 0.02% hits;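 note: potency is the fitted concentration of half-maximal effect; 0% = DMSO controls and full agonism = EC100 isoproterenol or metaproterenol; nearly all actives have a fitted effect of over 65% in size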
A-T KAP1 phos = qHTS Assay for Identifying a Potential Treatment of Ataxia-Telangiectasia | AID 485349, 2010 | […] A-T fibroblasts, KAP-1 phosphorylation AlphaLISA; neocarzinostatin DNA damage 30 min before lysis | Potency, µM (highest dose often 57.5 µM), without a hit: top-dose activation, most hits filed as activators | 320,000 compounds, 0.19% hits; note: potency is the fitted concentration of half-maximal effect; % of control where 0% means no effect; nearly all actives have a fitted effect of over 45% in size
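ATM-like activity read as KAP-1 phosphorylation via AlphaLISA donor/acceptor antibody pairs after lysis and 6 hr at 25C. Cells were ATM-null patient fibroblasts ([…], hTERT), dosed 60 min, then exposed to the DSB inducer NCS for 30 min.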
TRPV1 agonist = HTS Assay for Compounds that Act as Agonists of the Vanilloid Receptor 1. Transient receptor potential cation channel subfamily V member 1 (Homo sapiens), Q8NER1. TRPV1-expressing cells, Fluo-8 calcium influx, agonist mode. activation, % at 8.33 µM. 320,000 compounds, 0.19% hits. AID 540275, 2011; in the data active = activation above about 80%; inconclusive = between about 30% and that limit; note: 0% is about no effect
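TRPV1-expressing cells were cultured overnight at 35.5C and loaded with Fluo-8 calcium dye for 40 to 90 min at room temperature. After a 10 s baseline, compound was added and calcium influx was read kinetically for 3 min (ex 480/em 520 nm).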
TCR activator = Activators of T cell receptors: qHTS campaign. primary human leukocytes, anti-CD3, IL-2 HTRF, 48 h. Potency, µM (series often up to 9.22 µM), for the others: at the top dose activation of IL-2 secretion, most hits filed as activators. 330,000 tested, under 10 active. AID 504894, 2011; note: % of control where 0% means no effect
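Human primary leukocytes + a-CD3 beads + cpd, 48 hr; IL-2 in supernatant by HTRF (ex 320nm / em 665nm). No co-stimulatory signal supplied.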
BRCA1 expr up = qHTS Assay to Identify Small Molecule Activators of BRCA1 Expression; 380,000 compounds, 1.1% hits; Potency, µM (series often up to 46.1 µM), for inactives: at the highest dose activation, most hits filed as activators; MCF7-BRCA1-FFLuc reporter, luminescence, 48 h; response scale: scaled: vehicle 0%, 10 µM genistein 100%; note: potency is the fitted concentration of half-maximal effect; nearly all actives have a fitted effect of over 80% in size; some results filed as inactive show a strong effect at the top dose
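First, MCF7-BRCA1-FFLuc cells (2000/well) attach for 2 h; next, compounds are pin-added and incubated 48 h at 37 °C; finally, luciferase reagent is added and luminescence read after 15 min.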
ELG1 DNA repair = qHTS screen for small molecules that inhibit ELG1-dependent DNA repair in human embryonic kidney (HEK293T) cells expressing luciferase-tagged ELG1. HEK293T ELG1-luciferase reporter, luminescence, 16 h; DNA damage induced by 5-fluorouridine. Potency, µM (top dose mostly 46.1 µM), for the others: at the top dose activity change, negative = inhibition, hits mostly inhibitors. 330,000 compounds, 2.3% hits; note: potency is the fitted concentration of half-maximal effect; % is set by controls: 0 for no effect and ±100 for the full control effect; nearly all actives have a fitted effect of over 55% in size
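HEK293T cells expressing luciferase-tagged ELG1 (2,000/well) received 5-Fluorouridine plus compound or DMSO for 16 hr at 37 °C. Luciferase was read by ONE-Glo luminescence after 30 min at room temperature.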
MLL CXXC-DNA inh = qHTS Fluorescence Polarization Assay for Inhibitors of MLL CXXC domain - DNA interaction | MLL-CXXC / FITC-HOXA9 DNA fluorescence polarization | Potency, µM (titrated, usually from 115 µM), inactives show top-dose activity change, negative = inhibition, actives largely listed as inhibitors | 290,000 compounds, 0.037% hits | AID 2662, 2010; active = well fitted inhibition curve with a large enough effect in the polarisation, with a control signal flat, not every such curve was filed as active; inconclusive = small, poorly fitted or top-dose-only effect, or effect the other way, or a change in a side signal; inactive = no such curve, though single readings can be large or run the other way; the % refers to the polarisation; note: potency is the fitted concentration of half-maximal effect
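Purified MLL-CXXC (added from a 7 uM solution) was preincubated 5 min at ambient with pinned compounds in 50 mM Tris-HCl pH 7.5, 50 mM NaCl, 1 mM DTT, 0.05% BSA. Fluorescein-labeled HOX-A9 DNA (50 nM solution) followed, 30 min, then polarization read.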
p53 reactivation = qHTS assay for re-activators of p53 using a Luc reporter. H1299 p53-A138V BP100-luciferase reporter, luminescence, 24 h. Potency, µM (series often up to 92.2 µM), without a hit: top-dose activity change, positive = activation, most hits filed as activators. 320,000 compounds, 0.063% hits; note: potency is the fitted concentration of half-maximal effect; % of control where 0% means no effect; nearly all actives have a fitted effect of over 45% in size
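p53-null H1299 cells stably carrying temperature-sensitive p53-A138V and a BP100-luciferase reporter were pinned with compounds (4-point, 1:5 series) and held 24 hrs at 37 deg C. Luminescence was read 10 min after detection reagent.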
* hit, by the source's call; ? = inconclusive; . = no result given; [ ] = dose if it differs, or a comment. Unless noted, calls come from the whole dose curve; as a rule, active = well fitted curve in the direction sought with a large enough effect; inconclusive = small, poorly fitted or top-dose-only effect, or another doubt; inactive = no such curve, though single readings can be large; an effect the other way counts as inactive or inconclusive. Rows are unselected. Share with any hit: about 3.8%.

no.	SMILES	PTAP TSG101 blk	Integrin act MD	B2AR arrestin	A-T KAP1 phos	TRPV1 agonist	TCR activator	BRCA1 expr up	ELG1 DNA repair	MLL CXXC-DNA inh	p53 reactivation
1	CN(C)c1ccc(C=C2C=Cc3ccccc32)cc1	0%	-14%	.	.	.	0%	?	.	.	.
2	CC(C)NC(=O)CN(c1cccc(Br)c1)S(C)(=O)=O	-4%	12%	-0.5%	.	-3	-2%	7%	-3%	3%	-17%
3	Cc1cccc(/C(N)=N/OC(=O)CCC2CCCCC2)c1	-7%	15%	0.4%	12%	5	-7%[46.1 µM]	?	?	3%	?
4	Cc1ccc2nc3c(nc2c1)-c1ccccc1C3=O	-4%	0%[7.66 µM]	0.0%	-1%	0	3%	-73%	?	9%	17%
5	O=C(NCCCN1CCCC1=O)C1CCN(S(=O)(=O)c2c(Cl)cccc2Cl)CC1	0%	12%	-0.9%	.	-8	2%	-1%	0%	.	-7%
6	CCOC(=O)C1(CC)NC(c2cccc(F)c2)C2C(=O)N(CC)C(=O)C21 (stereo not given)	-3%	37%	-0.6%	.	-3	0%[46.1 µM]	-6%	12%	-11%	0%
7	COc1ccc(C(C)=O)cc1Cn1nnc(-c2ccccc2Br)n1	-4%	-6%	0.0%	1%	3	-9%	0%	-19%	3%	-1%
8	COC(=O)c1cc(OC)c(OC)cc1NC(=O)C(C)Sc1ccc(C)cc1 (stereo not given)	-2%	-24%	-0.5%	15%	1	3%	2%	?	0%	2%
9	Cc1cc(-n2cnc(-c3cn(C)nc3C)n2)no1	-2%	19%	-0.6%	2%	-11	9%	52%	?	-2%	12%
10	CC(C)(C)c1ccc2c(c1)OC(C(=O)N/N=C\c1ccccn1)CO2 (stereo not given)	-3%	19%	-0.4%	8%	-6	11%[46.1 µM]	-1%	6%	-5%	2%
11	CCC(=O)N1C(Cc2ccccc2)COC1(C)C (stereo not given)	0%	-18%	-0.7%	1%	2	0%[46.1 µM]	-13%	-9%	-2%	-14%
12	Cc1ccc(NC(=O)c2ccc3c(c2)OCCO3)cc1C	0%	14%	0.1%	-1%	85*	-7%	-12%	?	2%	29%
13	C[C@@H]1CN([C@H](C)CO)C(=O)Cc2cc(NC(=O)CCC(F)(F)F)ccc2O[C@@H]1CN(C)C(=O)Nc1ccccc1	-1%	26%	-0.2%	2%	.	2%	4%	?	.	5%
14	COc1cccc(N2CC(C(=O)Nc3nnc(SCCN4CCOCC4)s3)CC2=O)c1 (stereo not given)	-6%	16%	-0.9%	-8%	-1	-6%	12%	4%	?	-1%
15	O=C(COC(=O)c1ccc(Cl)nc1)NCc1ccc2c(c1)OCO2	-1%	-6%	0.1%	-1%	16	2%[46.1 µM]	-11%	0%	8%	5%

Complete entries as entered above:
CCOC(=O)C1(CC)NC(c2cccc(F)c2)C2C(=O)N(CC)C(=O)C21 (stereo not given) is listed as PTAP TSG101 blk = -3%; Integrin act MD = 37%; B2AR arrestin = -0.6%; A-T KAP1 phos = .; TRPV1 agonist = -3; TCR activator = 0%[46.1 µM]; BRCA1 expr up = -6%; ELG1 DNA repair = 12%; MLL CXXC-DNA inh = -11%; p53 reactivation = 0%
C[C@@H]1CN([C@H](C)CO)C(=O)Cc2cc(NC(=O)CCC(F)(F)F)ccc2O[C@@H]1CN(C)C(=O)Nc1ccccc1 is listed as PTAP TSG101 blk = -1%; Integrin act MD = 26%; B2AR arrestin = -0.2%; A-T KAP1 phos = 2%; TRPV1 agonist = .; TCR activator = 2%; BRCA1 expr up = 4%; ELG1 DNA repair = ?; MLL CXXC-DNA inh = .; p53 reactivation = 5%

Remaining list, next part
no.	SMILES	PTAP TSG101 blk	Integrin act MD	B2AR arrestin	A-T KAP1 phos	TRPV1 agonist	TCR activator	BRCA1 expr up	ELG1 DNA repair	MLL CXXC-DNA inh	p53 reactivation
16	Cc1cccc(Nc2nc(N)c(C#N)c(CC#N)c2C#N)c1	-1%	-8%	-0.3%	5%	0	-5%[46.1 µM]	-23%	1%	7%	-10%
17	O=C(NCCO)C1(c2ccc(Cl)cc2)CCCC1	-2%	0%	-0.5%	3%	5	4%	1%	3%	-5%	-7%
18	O=C(NCc1cccnc1)c1cc(-c2ccc(Cl)cc2)oc1C(F)(F)F	-3%	6%	-0.8%	11%	?	-2%	-12%	?	-8%	-4%
19	CCCn1nc(C(=O)NCc2ccccn2)c2ccccc2c1=O	-4%	-14%	0.1%	7%	-1	-8%	-13%	?	0%	-5%
20	O=C(O)c1ccc(CN(c2ccccn2)S(=O)(=O)c2ccccc2)cc1	-6%	4%	-0.6%	13%	-4	1%	8%	13%	-7%	-3%
21	COc1ccc(C2C(C(=O)c3ccccc3)=C(C)Nc3nc4ccccc4n32)cc1OC (stereo not given)	-1%	-4%	-0.4%	11%	-6	3%	-8%	?	26%	7%
22	Cc1c(C(=O)OCC(=O)N2CC(=O)Nc3ccccc32)oc2ccccc12	-5%	12%	-0.1%	2%	-3	-1%	1%	-7%	4%	-3%
23	c1ccc(N2CCN(Cc3cnc(N4CCOCC4)s3)CC2)cc1	0%	3%	-0.1%	-2%	4	-2%	-24%	?	2%	-6%
24	CN(C(=O)CSc1ncnc2sc3c(c12)CCC3)C1CCS(=O)(=O)C1 (stereo not given)	0%	-10%	0.2%	-5%	-1	1%	-24%	-25%	.	-5%
25	CC1CC(=O)N(CC(=O)Nc2ccc(F)cc2F)c2ccccc2S1(=O)=O (stereo not given)	2%	-13%	0.2%	2%	4	-3%	4%	24%	-1%	-2%
26	O=C1NN=C(c2ccc(Cl)cc2)CC1c1cccc(Br)c1 (stereo not given)	-1%	-26%	-0.9%	-2%	6	-5%	3%	-30%	-5%	-7%
27	COc1ccc(/C=C/c2c([N+](=O)[O-])c(=O)n(C)c(=O)n2C)cc1O	-4%	-53%[inhibitor]	0.1%	4%	1	3%	-36%	?	-1%	23%
28	CC1CCc2c(sc(NC(=O)c3ccccc3C(=O)O)c2C#N)C1 (stereo not given)	-5%	0%	-0.1%	2%[11.5 µM]	-2	1%	25%	?	0%	4%
29	Cc1ccc2c(c1)C(O)(CC(=O)c1ccc(C)s1)C(=O)N2 (stereo not given)	-4%	-27%	-0.9%	3%	0	4%	2%	11%	-1%	2%
30	Cc1cccc(NC(=O)c2ccc(COc3ccccc3[N+](=O)[O-])o2)n1	-3%	-22%	-0.6%	5%	6	-2%	-12%	-25%	9%	0%

Some values from the results shown:
compound 19 | BRCA1 expr up = -13%
compound 16 | PTAP TSG101 blk = -1%
compound 20 | A-T KAP1 phos = 13%
compound 18 | B2AR arrestin = -0.8%

Next compounds:
no.	SMILES	PTAP TSG101 blk	Integrin act MD	B2AR arrestin	A-T KAP1 phos	TRPV1 agonist	TCR activator	BRCA1 expr up	ELG1 DNA repair	MLL CXXC-DNA inh	p53 reactivation
31	Cc1cc(NC(=O)COC(=O)c2oc3c(Cl)cccc3c2C)no1	-6%	6%	-1.9%	-4%	0	-11%[46.1 µM]	-18%	3%	2%	-6%
32	CCc1ccc(NC(=O)[C@H](Cc2c[nH]c3ccccc23)NC(=O)[C@@H]2Cc3ccccc3CN2)cc1	-4%	-19%	-0.2%	-3%	1	-6%	18%	7%	102%[activator]	.
33	C[n+]1cc(C(=O)N2CCCCC2)ccc1/C=C/c1c[nH]c2ccccc12	?	-16%	-0.5%	5%	4	5%	-15%	3%	?	-4%
34	CCCCn1c(=O)[nH]c2nc3cc(N)ccc3nc2c1=O	?	-102%[inhibitor]	0.4%	2%	?	10%[46.1 µM]	?	?	?	?
35	CC(C(=O)NC1=NCCS1)N1C(=O)C2CC=CCC2C1=O (stereo not given)	2%	0%	-0.2%	-1%	-3	13%	4%	7%	2%	1%
36	Cc1cccc(NS(=O)(=O)c2ccc3c(c2)Cc2cc(S(=O)(=O)Nc4cccc(C)c4C)ccc2-3)c1C	-1%	25%	-0.7%	0%	-5	3%	-43%	3%	?	-3%
37	CCC(=O)Nc1nnc(CSCc2ccccc2)s1	0%	-19%	0.2%	-1%	12	7%	11%	10%	4%	2%
38	O=c1c2c3c(sc2nc2n1CCC2)CCC3	1%	13%	0.1%	-1%	13	-1%	4%	15%	0%	2%
39	CN(C)c1ccc(/C=N/NC(=O)c2nnn(-c3nonc3N)c2CN2CCCCCC2)cc1	-1%	-1%	.	.	.	0%	-10%	.	.	.
